Bioassay records as filed in PubChem.
RPL19A TOR yeast = alters RPL19A-GFP fluorescence in TOR pathway yeast screen; 330,000 compounds, 0.3% hits; S. cerevisiae RPL19A-GFP strain, flow cytometry, 3 h; hits give low values; percent response vs DMSO, % at 10 µM; AID 2025;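 active means percent response vs DMSO below 50%; inconclusive means fewer than 70 events counted for the yeast strain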;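 further: median channel GFP fluorescence of the barcoded RPL19A-GFP strain; ratio of sample median GFP to plate DMSO average so 100% = DMSO; lower means less RPL19A-GFP as with rapamycin TOR inhibition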
LAP4 TOR yeast = alters LAP4-GFP fluorescence in TOR pathway yeast screen | GFP response vs DMSO, % at 10 µM | 320,000 compounds, 0.34% hits | S. cerevisiae LAP4-GFP multiplex, flow cytometry GFP, 3 h; median GFP as percent of DMSO wells;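 active means GFP response vs DMSO above a set limit, about the screen mean plus 3 SD, cut at about 150% in these data; inconclusive means under 70 cell events counted for the yeast strain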
MEP2-GFP yeast = alters MEP2-GFP fluorescence in TOR pathway yeast screen | S. cerevisiae MEP2-GFP strain, flow cytometry GFP, 3 h; 100% = DMSO control level | GFP response vs DMSO, % at 10 µM | 330,000 compounds, 0.51% hits;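 active means GFP response versus DMSO above a set limit, roughly screen mean plus 3 SD, cut at about 180% in these data; inconclusive means fewer than 70 cells counted for a yeast strain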;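 further: median GFP fluorescence of the barcode-gated MEP2-GFP cells per well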
VLA-4 inh = inhibition in a human VLA-4 binding assay; inhibition, % (about 7 µM as worked out from the volumes in the protocol); VLA-4 expressing cells, ligand binding flow cytometry; 330,000 compounds, 0.2% hits; P13612; in the data active means inhibition above about 50%
CIT2-GFP yeast = modulators of TOR pathway CIT2-GFP in S. cerevisiae. S. cerevisiae CIT2-GFP strain, flow cytometry, 3 h; 100 means same as DMSO wells. GFP response vs DMSO, % at 10 µM. 320,000 compounds, 0.065% hits. AID 2029;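 active means GFP response relative to DMSO above a set limit, near the screen mean plus 3 SD, cut at about 150% in these data; inconclusive means Fewer than 70 cells measured for a yeast strain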;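 further: ratio of well median GFP fluorescence to mean of DMSO wells on the plate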
GRK2 inh = inhibitors of human GRK2 displacing RNA aptamer; bead flow cytometry, FAM-aptamer displacement from GRK2; 330,000 compounds, 0.59% hits; inhibition of aptamer binding, % at 10 µM; P25098;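 active means inhibition of aptamer binding above 40%, roughly 3 SD of noise, on plates passing a quality check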;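 further: median bead fluorescence of bound FAM aptamer so fluorescent compounds give negative values; no value below 0 was filed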
Target sequence (P25098 whole entry, looked up): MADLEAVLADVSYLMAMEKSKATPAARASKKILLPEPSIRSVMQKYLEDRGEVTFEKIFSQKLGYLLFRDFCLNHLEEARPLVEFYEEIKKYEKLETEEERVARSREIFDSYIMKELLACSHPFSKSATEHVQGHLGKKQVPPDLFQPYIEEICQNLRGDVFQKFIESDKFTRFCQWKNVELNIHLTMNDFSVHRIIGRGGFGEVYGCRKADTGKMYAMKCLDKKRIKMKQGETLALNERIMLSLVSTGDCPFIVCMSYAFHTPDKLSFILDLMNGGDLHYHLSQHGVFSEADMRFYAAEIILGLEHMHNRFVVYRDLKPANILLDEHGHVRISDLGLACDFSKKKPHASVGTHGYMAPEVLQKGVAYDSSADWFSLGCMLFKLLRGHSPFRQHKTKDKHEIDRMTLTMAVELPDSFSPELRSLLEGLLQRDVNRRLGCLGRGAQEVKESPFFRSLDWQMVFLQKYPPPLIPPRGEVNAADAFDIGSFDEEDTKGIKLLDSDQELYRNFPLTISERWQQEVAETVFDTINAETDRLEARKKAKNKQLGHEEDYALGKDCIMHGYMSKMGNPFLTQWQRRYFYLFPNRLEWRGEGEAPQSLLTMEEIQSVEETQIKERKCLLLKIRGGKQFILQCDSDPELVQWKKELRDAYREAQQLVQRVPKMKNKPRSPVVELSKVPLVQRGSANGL
AGP1 TOR yeast = yeast TOR pathway AGP1-GFP modulation; S. cerevisiae AGP1-GFP multiplex flow cytometry, 3 h; GFP as percent of DMSO wells; GFP response vs DMSO, % at 10 µM; 320,000 compounds, 0.02% hits;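 active means GFP response relative to DMSO above a set limit, near screen average plus 3 SD, cut at about 150% in these data; inconclusive means fewer than 70 cells counted for the yeast strain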;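 further: median GFP channel fluorescence of the gated AGP1 strain per well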
Yeast superoxide = yeast age-related superoxide inhibition as caloric restriction mimetic; superoxide response (% of plate mean), % at 10 µM; S. cerevisiae aged cells, superoxide DHE fluorescence; hits give low values; AID 2690; 330,000 compounds, 0.18% hits;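 active means superoxide response under a set limit, about three screen SD below normal, cut at about 65% in these data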;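 further: yeast aged for seven days with compound at 30 °C before DHE staining; 100% = average MFI of all compound-treated wells on the plate with controls excluded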
Active calls of the source: *; ? = inconclusive; . = not tested or not shown; [ ] = remark or other dose. Random draw from the library; 1.7% or so of the library scored in one or more.

SMILES | RPL19A TOR yeast | LAP4 TOR yeast | MEP2-GFP yeast | VLA-4 inh | CIT2-GFP yeast | GRK2 inh | AGP1 TOR yeast | Yeast superoxide
Clc1ccccc1OCc1nnc(-c2ccccc2)o1 | 95 | 124 | 91 | 10 | 79 | 0 | 92 | 100
CCN(C(=O)CSc1ccc2c(c1)OCCO2)C1CCS(=O)(=O)C1 (stereo not drawn) | 97 | 103 | 97 | -15 | 104 | 0 | 96 | 98
COc1cccc(NC(=O)[C@H](Cc2ccccc2)NC(=O)[C@@H]2Cc3ccccc3CN2)c1 | 92 | 87 | 91 | 12 | 101 | 0 | 95 | 104
Cc1ccc(Nc2c(-c3ccc(C)o3)nc3cnccn23)cc1 | 97 | 110 | 96 | -25 | 99 | 1 | 104 | 81
Cc1ccc(NC(=O)CN(C)C(=O)c2ccc(Cl)c([N+](=O)[O-])c2)cc1 | 97 | 88 | 97 | 36 | 94 | 0 | 92 | 97
CS(=O)(=O)Nc1ccccc1C(=O)Nc1ccccc1Cl | 97 | 90 | 100 | -2 | 99 | 0 | 95 | 98
COc1ccc(CSc2ncnc3sccc23)cc1F | 103 | 106 | 99 | 0 | 99 | 1 | 96 | 122
O=C(CS(=O)CC(=O)N(c1cccc(F)c1)C(C(=O)NC1CCCCC1)c1ccco1)Nc1ccc(F)cc1 (stereo not drawn) | 89 | 111 | 102 | 34 | 84 | 3 | 97 | 122
COc1ccc(CNC(=O)CN(C(=O)Cn2nnc(-c3ccccc3F)n2)c2ccc(C)cc2)cc1 | 96 | 99 | 98 | 5 | 98 | 0 | 100 | 96
COc1ccc(NC(=O)N(C)C[C@H]2Oc3ccc(NC(=O)Cc4ccccc4)cc3C(=O)N([C@H](C)CO)C[C@@H]2C)cc1 | 100 | 100 | 101 | -3 | 99 | 0 | 96 | 102
CSc1ccc(C(C(C(=O)c2cccs2)N2CCOCC2)N2CCOCC2)cc1 (stereo not drawn) | 94 | 102 | 102 | -2 | 93 | 4 | 100 | 96
Cc1ccsc1C(=O)OCC(=O)Nc1c(C)n(C)n(-c2ccccc2)c1=O | 101 | 96 | 103 | 23 | 99 | 0 | 100 | 111
O=C(Nc1ccc2nc(-c3cccnc3)[nH]c2c1)C12CC3CC(CC(C3)C1)C2 | 104 | 101 | 105 | -14 | 102 | 2 | 100 | 99
CCCCN(C(=O)CSc1nnc(Nc2ccc(C)c(C)c2)s1)c1c(N)n(Cc2ccccc2)c(=O)[nH]c1=O | . | 94 | 102 | 11 | 98 | 0 | 98 | 93
O=c1[nH]n(CC2COC3(CCCCC3)O2)c(=O)c2ccccc12 (stereo not drawn) | 100 | 95 | 98 | -16 | 108 | 0 | 103 | 93
Cc1ccc(C)c(OCC(=O)N2CCc3ccccc3C2)c1 | 109 | 82 | 105 | -1 | 91 | 3 | 84 | 96
COc1cc(C(=O)Nc2ccncc2)cc(OC)c1OC | 97 | 98 | 95 | 15 | 103 | 0 | 103 | 87
NS(=O)(=O)c1ccc(CNC(=O)c2ccc3c(c2)OCO3)cc1 | 98 | 97 | 98 | -6 | 99 | 0 | 96 | 106
COC(=O)c1cc(=O)n(Cc2ccccc2)c(=NCc2ccccc2)s1 | 104 | 94 | 106 | 9 | 106 | 1 | 101 | 102
COc1ccc(CC(=O)Nc2nc(-c3cccnc3)cs2)cc1 | 105 | 83 | 110 | 11 | 102 | 0 | 97 | 63*
COc1ccc(C2(NC(C)=O)CCN(C(=O)c3ccco3)CC2)cc1 | 95 | 99 | 102 | -7 | 92 | 1 | 100 | 100
Cc1[nH]c2ccccc2c1C(O)CN1CCN(c2cccc(C(F)(F)F)c2)CC1 (stereo not drawn) | 101 | 105 | 103 | -12 | 97 | 0 | 97 | 95
COc1ccc(NC(=O)CSc2c3c(nc4ccccc24)CCCC3)c(OC)c1 | 98 | 94 | 98 | 9 | 99 | 0 | 97 | 115
COc1ccccc1NC(=O)/C(C#N)=C/c1cccnc1 | 99 | 102 | 100 | 0 | 100 | 0 | 85 | 115
Cc1ccccc1OCC(=O)N(Cc1nc(-c2ccccc2)no1)C(C)C | 102 | 105 | 100 | 19 | 98 | 3 | 102 | 101

Next part.
SMILES | RPL19A TOR yeast | LAP4 TOR yeast | MEP2-GFP yeast | VLA-4 inh | CIT2-GFP yeast | GRK2 inh | AGP1 TOR yeast | Yeast superoxide
COC(=O)c1ccc(N/N=C/c2cc([N+](=O)[O-])cc(OC)c2O)cc1 | 96 | 87 | 95 | -8 | 100 | 1 | 97 | 104
O=P(O)(CCc1ccccn1)CN1CCCCC1 | 98 | 93 | 99 | 26 | 93 | 0 | 96 | 104
O=C(COc1ccccc1F)Nc1ccc2c(c1)CCC2 | 93 | 96 | 91 | 10 | 85 | 0 | 86 | 99
C#CCNC(=O)C1=C[C@H](C2CCCCC2)[C@@H](CCCO)[C@H](OCC)O1 | 100 | 98 | 89 | 11 | 86 | 0 | 88 | 104
CCOC(=O)Cn1c(=O)c2c(nc3n2CC(C)CN3Cc2ccccc2)n(C)c1=O (stereo not drawn) | 102 | 107 | 101 | -2 | 105 | 4 | 108 | 100
Cc1cccc(NCC(=O)N/N=C\c2cccc(Oc3ccccc3)c2)c1 | 111 | 93 | 95 | 5 | 97 | 10 | 99 | 99
Cc1cccc(-n2c(C)nc3cc(C(=O)NCc4ccc5c(c4)OCO5)ccc32)c1 | 104 | 85 | 100 | 9 | 112 | 0 | 90 | 122
Cc1cc(C)nc(NS(=O)(=O)c2ccc(NC(=O)C3CC3)cc2)n1 | 108 | 90 | 110 | 2 | 102 | 4 | 95 | 112
COc1ccc(-c2sc3ccccc3c2C#CCCO)cc1 | 88 | 106 | 89 | 16 | 62 | 0 | 72 | 111
Cc1c(C(=O)Nc2ccc(C(=O)O)cc2)cnn1C | 99 | 105 | 108 | 11 | 101 | 1 | 93 | 96
CCOC(=O)CNC(=O)CSc1nnc(-c2ccncc2)n1-c1ccc(Cl)cc1 | 98 | 102 | 104 | 7 | 101 | 0 | 97 | 121
O=C1CCCC/C1=C\Nc1ccc(S(=O)(=O)Nc2cnc3ccccc3n2)cc1 | 100 | 101 | 101 | -2 | 103 | 0 | 103 | 100
COc1cccc(-c2nc(CS(=O)(=O)c3ccccc3)no2)c1 | 103 | 101 | 104 | 9 | 102 | 0 | 107 | 119
Cc1ccc(NS(=O)(=O)c2ccc(C(=O)NC3CCN(Cc4ccccc4)CC3)cc2)cc1 | 98 | 85 | 93 | 2 | 105 | 0 | 94 | 96
O=C(c1ccccn1)N1CCN(c2cccc(C(F)(F)F)c2)CC1 | 91 | 99 | 90 | 7 | 90 | 5 | 97 | 98
COc1ccc(CCNC(=O)C2CCN(S(=O)(=O)c3cccc4cccnc34)CC2)cc1OC | 97 | 97 | 101 | -7 | 101 | 4 | 98 | 97
COCCN(C(=O)c1ccc2ccccc2c1)c1c(N)n(Cc2ccccc2)c(=O)[nH]c1=O | 98 | 105 | 118 | 0 | 118 | 0 | 120 | 97
Cc1ccc(CCNC(=O)C2CCCN(S(=O)(=O)c3cccs3)C2)cc1 (stereo not drawn) | 95 | 100 | 97 | 11 | 89 | 1 | 97 | 103
Cc1ccc(COCCN2CCN(S(=O)(=O)c3ccc(C)cc3)CCC2=O)cc1 | 100 | 111 | 90 | 29 | 103 | 3 | 96 | 95
O=C(CN1C(=O)CSc2ccc(S(=O)(=O)N3CCCCC3)cc21)NCc1ccccc1 | 99 | 101 | 100 | 4 | 98 | 0 | 101 | 97
Cc1cc(C)cc(OCC(=O)N(Cc2cccs2)C2CCS(=O)(=O)C2)c1 (stereo not drawn) | 101 | 95 | 99 | -19 | 103 | 0 | 102 | 107
COc1ccccc1NS(=O)(=O)c1cc(NC(=O)c2ccc3c(c2)OCCO3)ccc1C | 99 | 86 | 99 | 10 | 99 | 0 | 94 | 111
CCn1c(-c2ccc3[nH]c(C)c(C)c3c2)n[nH]c1=S | 99 | 95 | 104 | -5 | 103 | 1 | 108 | 85
NS(=O)(=O)c1ccc(NC(=S)NC(=O)C2CCCC2)cc1 | 102 | 76 | 99 | -5 | 114 | 0 | 95 | 95
CN(C)c1ccc(N2C(=O)CSC2=S)cc1 | 103 | 88 | 101 | 0 | 98 | 1 | 94 | 95

Copied from the results shown, 4 compounds:
SMILES | RPL19A TOR yeast | LAP4 TOR yeast | MEP2-GFP yeast | VLA-4 inh | CIT2-GFP yeast | GRK2 inh | AGP1 TOR yeast | Yeast superoxide
COc1ccccc1NS(=O)(=O)c1cc(NC(=O)c2ccc3c(c2)OCCO3)ccc1C | 99 | 86 | 99 | 10 | 99 | 0 | 94 | 111
CCn1c(-c2ccc3[nH]c(C)c(C)c3c2)n[nH]c1=S | 99 | 95 | 104 | -5 | 103 | 1 | 108 | 85
NS(=O)(=O)c1ccc(NC(=S)NC(=O)C2CCCC2)cc1 | 102 | 76 | 99 | -5 | 114 | 0 | 95 | 95
CN(C)c1ccc(N2C(=O)CSC2=S)cc1 | 103 | 88 | 101 | 0 | 98 | 1 | 94 | 95

Next part
SMILES | RPL19A TOR yeast | LAP4 TOR yeast | MEP2-GFP yeast | VLA-4 inh | CIT2-GFP yeast | GRK2 inh | AGP1 TOR yeast | Yeast superoxide
CCC(C)NC(=O)c1ccc(C(=O)c2ccccc2)cc1 (stereo not drawn) | 96 | 103 | 92 | 28 | 90 | 1 | 95 | 95
O=C(Nc1nnc(SCc2ccccc2F)s1)c1ccco1 | 100 | 93 | 109 | -2 | 102 | 0 | 91 | 105
CCCCCn1c(N)c(-c2nc3ccccc3s2)c2c([N+](=O)[O-])nn(C)c(=O)c21 | 95 | 98 | 99 | -6 | 88 | 2 | 92 | 108
Cc1nc(NCc2ccco2)c(C#N)c2c1COC(C)(C)C2 | 97 | 100 | 100 | 4 | 93 | 0 | 96 | 86
COc1cccc(/C=c2\s/c(=C/C(=O)c3ccc(C)cc3)[nH]c2=O)c1OC | 107 | 90 | 89 | 9 | 104 | 0 | 100 | 90
CC(=O)c1cccc(NC(=O)Nc2nc(C)cc(C)n2)c1 | 99 | 100 | 97 | -1 | 89 | 0 | 93 | 102
COc1cccc(NC(=O)n2ncc3c(C)cccc32)c1 | 105 | 102 | 104 | 9 | 99 | 1 | 97 | 95
Cc1ccc(C)c(NC(=O)c2ncn[nH]2)c1 | 95 | 98 | 106 | 10 | 100 | 2 | 102 | 100
Cc1cc(C)n2ncc(C(=O)NCc3cccnc3)c2n1 | 102 | 101 | 99 | 0 | 111 | 2 | 105 | 115
COc1ccc(CN2CC(C(=O)NCCN3CCOCC3)CC2=O)cc1 (stereo not drawn) | 98 | 109 | 103 | 13 | 107 | 0 | 104 | 86
COc1ccc(C(O)(CCC(C)C)C(CN2CCOCC2)c2ccc(Cl)cc2)cc1 (stereo not drawn) | 104 | 94 | 109 | 4 | 101 | 0 | 96 | 103
CCOc1cc(/C=C\c2nc(O)c([N+](=O)[O-])c(=O)[nH]2)ccc1OC(C)C | 53[may fluoresce violet] | 66[may fluoresce violet] | 607*[may fluoresce violet] | 3 | ? | 0 | ? | 104
CC(C)n1nc(C(=O)Nc2nnc(C3CC3)s2)c2ccccc2c1=O | 98 | 117 | 119 | 6 | 103 | 2 | 99 | 99
CCCn1ncc(CN2CCN(Cc3ccc(C)o3)C(CCO)C2)c1C (stereo not drawn) | 96 | 114 | 99 | 7 | 107 | 3 | 104 | 102
CCC1(c2ccccc2)NC(=O)N(CC(=O)N(C)CC(=O)Nc2cccc(F)c2)C1=O (stereo not drawn) | 96 | 97 | 99 | 9 | 93 | 2 | 101 | 122
Cc1cc(C)c(C#N)c(Oc2ccccc2Br)n1 | 98 | 93 | 103 | -10 | 94 | 0 | 89 | 96
